# ASAP1 GAP inh = inhibitors of human ASAP1 ArfGAP activity; Q9ULH1; ASAP1-stimulated ARF1 GTP hydrolysis, GDP FP detection; inhibition, % at 16.5 µM; 360,000 tested, 0.19% active; in the data active = inhibition above about 25%;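 note: 0% = vehicle with enzyme and substrate and 100% = no enzyme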
# PG9 binder = binds the HIV-1 gp120 antibody PG9. TR-FRET gp120-PG9 antibody binding. 360,000 tested, 0.43% active. inhibition, % at 6.7 µM; in the data active = inhibition above about 8.5%
# rCAG binder = molecules binding r(CAG) RNA repeats; r(CAG) RNA repeat, TO-PRO-1 dye displacement fluorescence; inhibition, % at 3 µM; 370,000 tested, 1.3% active;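 active = inhibition above the plate cutoff, the mean of all test compounds on that plate plus 3 SD, cut at about 35% in these data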;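 note: 0% = DMSO alone and 100% = 100 µM mitoxantrone as full dye displacement; higher means more dye released from RNA so lower well fluorescence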
# GC-B act = GC-B (human) receptor activation; P20594; HEK293-GC-B cells, CNP EC30, cGMP TR-FRET; 0% at EC30 CNP, 100% saturating CNP; activation, % at 10 µM; 370,000 tested, 0.11% active; AID 1920062;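 active = activation at 10 µM reaching about 35% in either raw or pattern-adjusted values, limit read from the data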
# ARFGAP1 inhibitor = rat ARFGAP1 inhibition; Arfgap1-stimulated ARF1 GTP hydrolysis, GDP FP detection; inhibition, % at 16.5 µM; 360,000 tested, 0.26% active; AID 651572;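 active = inhibition above a per-plate limit, mean inhibition of low control wells plus 3 SD, cut at about 25% in these data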;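 note: 0% = DMSO wells with enzyme and 100% = wells lacking Arfgap1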
# Target sequence (Q62848 1-136 limits assumed): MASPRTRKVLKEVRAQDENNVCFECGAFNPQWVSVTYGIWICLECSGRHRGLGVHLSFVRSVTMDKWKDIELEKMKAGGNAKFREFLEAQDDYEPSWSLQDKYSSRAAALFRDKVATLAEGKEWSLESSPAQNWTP
#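 Material: truncated rat Arfgap1 GAP domain; Incubation: compound-enzyme preincubation 20 min, reaction 120 min, detection 60 min, 25 °C; Read-out: percent inhibition of Arfgap1-stimulated GTP hydrolysis; Technique: FP, GDP Alexa 633 tracer displaced from anti-GDP antibody, 620/688 nm; Controls: No-Arfgap1 wells (100%) versus DMSO full-reaction wells (0%); Replication: single well per compound.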
# HTRA1 inhibitor = inhibitors of human serine peptidase HTRA1 | AID 504803 | inhibition, % at 5.96 µM | recombinant HTRA1, FP-rhodamine activity-based probe, fluorescence polarization | 340,000 tested, 0.5% active | Q92743; in the data active = inhibition above about 36%;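 note: 0% = enzyme with DMSO and 100% = wells lacking enzyme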
# Target sequence (Q92743 whole entry, looked up): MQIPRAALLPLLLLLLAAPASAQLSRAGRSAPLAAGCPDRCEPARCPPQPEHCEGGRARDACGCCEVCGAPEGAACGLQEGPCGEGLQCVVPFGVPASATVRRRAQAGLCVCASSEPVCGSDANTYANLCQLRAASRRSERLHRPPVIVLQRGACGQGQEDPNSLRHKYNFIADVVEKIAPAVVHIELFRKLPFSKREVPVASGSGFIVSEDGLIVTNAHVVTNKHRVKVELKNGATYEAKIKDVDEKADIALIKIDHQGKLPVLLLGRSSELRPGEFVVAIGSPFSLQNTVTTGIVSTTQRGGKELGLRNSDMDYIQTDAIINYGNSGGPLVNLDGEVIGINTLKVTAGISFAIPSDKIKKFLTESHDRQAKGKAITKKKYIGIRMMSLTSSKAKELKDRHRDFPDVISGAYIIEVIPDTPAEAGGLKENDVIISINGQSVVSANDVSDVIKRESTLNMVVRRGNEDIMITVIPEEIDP
# SMARCA2 act = increases SMARCA2 function in MMTV reporter cells; MG213 cells, MMTV-luciferase reporter, dexamethasone, overnight; activation, % at 9.1 µM; 370,000 tested, 1% active; in the data active = activation above about 7.8%;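 note: 0% = vehicle wells and 100% = reference activator wells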
# ABHD4 inh = ABHD4 (mouse) inhibition, primary FP screen; Q8VD66; inhibition, % at 8.92 µM; 370,000 tested, 0.54% active; purified mABHD4, FP-Rh probe fluorescence polarization;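 active = inhibition exceeding the mean over every tested compound plus 3 SD, cut at about 30% in these data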;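 note: 0% = plate median of compound wells and 100% = S159A mutant with DMSO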
#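 assay system = mABHD4 protein | compound dosing = single nominal dose of 8.92 µM, 0.89% DMSO final | read-out basis = percent inhibition of probe binding, normalized to plate controls | schedule = Enzyme–compound pre-incubation 45 min, then probe 60 min, both 25 °C | detection = fluorescence polarization, excitation 525 nm, emission 598 nm, BODIPY TMR filters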
# NR1D1 modulator = Rev-erb alpha (human) modulation; P20393; Rev-erbα–FITC-DNA binding, fluorescence polarization, 90 min; activity, % at 10 µM; 370,000 tested, 0.79% active;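 active = activity above about 14%, limit read from the data; passing the limit was not always enough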;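 note: 0% = DMSO wells with 35 nM protein and 100% = DMSO wells with 750 nM protein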
# GC-A act = GC-A (human) enzyme activation | P16066 | HEK293 GC-A cells, cGMP TR-FRET, EC30 ANP; 0% at EC30 ANP, 100% saturating ANP | activation, % at 10 µM | 370,000 tested, 0.14% active; in the data active = activation above about 40%
# Starred values were filed as active, the others as inactive; x = no result given.
# The opening five entries as a preview:
SMILES,ASAP1 GAP inh,PG9 binder,rCAG binder,GC-B act,ARFGAP1 inhibitor,HTRA1 inhibitor,SMARCA2 act,ABHD4 inh,NR1D1 modulator,GC-A act
CC(C)(O)C1Cc2cc(/C=C/C(=O)O)c(O)cc2O1 (stereo unspecified),12,-2.2,3,6,0,x,0,-6,-2,0
O=C(CCCl)N1c2ccccc2C=Cc2ccccc21,-18,1.1,-3,-3,-5,-8,-3,-6,6,-10
COc1cc(C(=O)Nc2cccc(C)n2)ccc1OCC(=O)N1CCOCC1,-13,0.5,1,-6,-7,1,0,-1,1,5
COc1ccc(-c2cc(Nc3ccccc3NC(=O)C(F)(F)F)n(CCC#N)n2)cc1,3,-1.8,3,1,1,-5,3,-6,8,0
CCNC(=O)NC(=O)COC(=O)CCCSc1nc2ccccc2[nH]1,3,-0.5,-3,3,-9,-2,-2,8,5,0

# The whole of this part, previewed entries included:
SMILES,ASAP1 GAP inh,PG9 binder,rCAG binder,GC-B act,ARFGAP1 inhibitor,HTRA1 inhibitor,SMARCA2 act,ABHD4 inh,NR1D1 modulator,GC-A act
CC(C)(O)C1Cc2cc(/C=C/C(=O)O)c(O)cc2O1 (stereo unspecified),12,-2.2,3,6,0,x,0,-6,-2,0
O=C(CCCl)N1c2ccccc2C=Cc2ccccc21,-18,1.1,-3,-3,-5,-8,-3,-6,6,-10
COc1cc(C(=O)Nc2cccc(C)n2)ccc1OCC(=O)N1CCOCC1,-13,0.5,1,-6,-7,1,0,-1,1,5
COc1ccc(-c2cc(Nc3ccccc3NC(=O)C(F)(F)F)n(CCC#N)n2)cc1,3,-1.8,3,1,1,-5,3,-6,8,0
CCNC(=O)NC(=O)COC(=O)CCCSc1nc2ccccc2[nH]1,3,-0.5,-3,3,-9,-2,-2,8,5,0
O=C(CSc1nnc(C2COc3ccccc3O2)o1)N1CCCC1 (stereo unspecified),1,-1.7,0,0,-1,8,4,-9,-4,5
CCOc1ccc(CCNC(=O)c2cc3sccc3n2CC)cc1OCC,2,2.3,-6,-6,-5,-9,-3,-5,0,-4
CC(=O)c1cnc2c(-c3ccccc3)cnn2c1C,-7,1.1,-2,2,-14,-12,1,0,-6,1
COc1ccccc1N1CCN(c2ccc3c(c2)S(=O)(=O)c2cccc(C(=O)NCC4CC4)c2C3=O)CC1,9,-1.4,11,-3,-6,-1,2,2,5,1
CCCCCc1c(C)nc(N2CCOCC2)[nH]c1=O,0,0.9,-1,2,0,6,-2,1,-4,3
CCCS(=O)c1nc(C)cc(C)c1S(C)(=O)=O (stereo unspecified),8,-1.3,0,4,2,2,0,1,-8,-1
CC(=O)Nc1ccc(-c2ccnc3c2CC(C(=O)Nc2ccccc2)O3)cc1 (stereo unspecified),7,0.2,0,-2,-2,x,-6,-14,0,-6
Cc1ccc2nc(SCC(=O)NCc3ccco3)c(C)cc2c1,2,-0.1,-1,-4,5,-15,0,-41,-3,-4
COc1ccc(N2CCN(C(=O)CCc3cc(OC)c(OC)c(OC)c3)CC2)cc1,-4,0.9,-6,-9,-2,7,-4,7,2,-15
CC(C)Cc1nc2sc3c(=O)[nH]cnc3c2c2c1CCC2,-7,3.7,1,2,12,-3,-1,2,38*,3
CC1=C2C3OC(=O)C(C)C3CCC2(C)C=CC1=NO (stereo unspecified),-19,-0.6,-2,1,6,4,-2,-7,0,0
Cn1cccc1Cc1nnc(SCC(=O)NCCc2ccccc2)n1C,2,-3.9,-3,-5,-7,0,-1,-8,2,0
CCn1c(C)cc2c(c1=O)C(c1ccc3c(c1)OCO3)C(C#N)=C(N)O2 (stereo unspecified),-1,0.7,-2,2,-13,6,1,-1,-3,0
COC(=O)c1cc(C(=O)c2cc(Cl)ccc2O)coc1=N,4,0.0,4,-1,4,3,0,10,5,-1
CC(=O)NNC(=O)c1ccncc1,-3,-2.5,1,3,16,-5,1,5,-3,0
O=C(CC12CC3CC(CC(C3)C1)C2)NCO,7,1.7,-2,-1,-9,2,2,-1,8,-1
CCc1ncc(CO)n1Cc1cccc2ccccc12,5,1.1,3,-1,-1,-1,-2,-10,-3,0
CCOCCCNC(=O)c1cn(CC)c2ccc(S(=O)(=O)N3CCC(C)CC3)cc2c1=O,-5,-1.4,-3,-1,-5,-1,0,-2,-6,9
CN1CCN(CCC(=O)N/N=C/c2cc([N+](=O)[O-])ccc2OC(F)F)CC1,-7,-3.0,3,-2,-1,2,-4,2,-4,-3
COc1ccc(CC(=O)NC2=NCCS2)cc1,11,-2.2,1,2,-1,2,-1,-4,-3,3

# Brought forward from above: 4 compounds; new compounds follow.
SMILES,ASAP1 GAP inh,PG9 binder,rCAG binder,GC-B act,ARFGAP1 inhibitor,HTRA1 inhibitor,SMARCA2 act,ABHD4 inh,NR1D1 modulator,GC-A act
CCc1ncc(CO)n1Cc1cccc2ccccc12,5,1.1,3,-1,-1,-1,-2,-10,-3,0
CCOCCCNC(=O)c1cn(CC)c2ccc(S(=O)(=O)N3CCC(C)CC3)cc2c1=O,-5,-1.4,-3,-1,-5,-1,0,-2,-6,9
CN1CCN(CCC(=O)N/N=C/c2cc([N+](=O)[O-])ccc2OC(F)F)CC1,-7,-3.0,3,-2,-1,2,-4,2,-4,-3
COc1ccc(CC(=O)NC2=NCCS2)cc1,11,-2.2,1,2,-1,2,-1,-4,-3,3
CCN1CCCC1CNC(=O)c1ccc(Sc2ccccc2Cl)c([N+](=O)[O-])c1 (stereo unspecified),-4,0.6,1,-5,-2,-10,-1,11,-2,5
COc1cc(/C=N/N=C2/NC(=O)C(c3ccccc3)S2)ccc1O (stereo unspecified),-7,-0.6,27,0,-4,6,-3,21,0,1
OCC[C@H]1C[C@@H](O)[C@H](O)[C@]2(OCCc3ccccc32)O1,5,2.3,2,2,-4,8,0,35*,-1,1
COc1ccc(C2C(C(C)=O)=C(O)C(=O)N2c2nccs2)c(OC)c1 (stereo unspecified),3,1.1,3,0,-3,3,-2,0,1,2
Cc1ccc(C(=O)C2CCN(CC(=O)NC3CCCCC3)CC2)cc1,-2,-1.0,-8,0,3,-10,-5,-4,-1,-5
O=C(OCc1cccc(F)c1)c1ccc2c(c1)-c1ccccc1C2=O,-4,0.3,1,1,-1,3,0,4,7,0
O=C(COc1ccc(Cl)cc1)OCc1ccc(Cl)cc1,-2,-3.4,0,-3,1,-9,0,2,6,0
O=C(CSc1ncccn1)Nc1ccc(S(=O)(=O)N2CCCCC2)cc1,2,0.0,2,0,2,-1,2,-7,-12,-1
CCn1ccnc1CN(C)C(=O)c1cc(COc2ccc(OC)c3ccccc23)on1,3,-1.2,-5,3,7,4,-1,-2,-5,1
O=C(N/N=C/c1cccs1)c1n[nH]c2c1CCC2,-6,-1.8,4,-6,3,2,3,-1,8,-3
CC(NC(=O)c1ccccc1)C(=O)NNC(=O)c1ccccc1Cl (stereo unspecified),-9,-1.4,-1,0,5,8,-1,0,0,2
O=C(Nc1nnc(S(=O)(=O)Nc2ccccc2)s1)c1ccccc1Cl,-6,0.5,17,3,0,-1,-1,-2,-2,4
CCCCSc1nc(C)[nH]c1[N+](=O)[O-],-6,-1.1,-1,4,5,4,5,6,3,2
O=C(O)CC/C(=N/Nc1ncc(C(F)(F)F)cc1Cl)C(=O)O,-4,-0.7,1,6,-4,5,-2,4,-1,1
O=C(N[C@H]1CC[C@@H](CCNS(=O)(=O)c2ccccc2Cl)O[C@@H]1CO)c1ccccc1,-4,-0.7,2,1,-13,x,6,8,10,4
CC1(C)CC(=O)C2=C(C1)NC(=O)CC2c1ccccc1F (stereo unspecified),7,-0.8,1,0,-15,1,0,-5,5,-1
O=C(N/N=C/c1ccoc1)c1ccc([N+](=O)[O-])cc1,-2,-1.2,1,0,-14,6,-2,5,5,-2
O=C(O)CSc1nc2c(c(=O)[nH]1)CCCC2,1,-1.3,0,4,21,4,1,1,-2,5
CCC1CCCCN1Cc1ccc(N)cc1 (stereo unspecified),10,1.3,0,1,-4,5,-1,-4,-1,-1
COc1ccccc1OCCNC(=O)Nc1ccc(Br)cc1,11,-0.5,3,-1,7,-11,-3,0,-6,-8
CCN(C[C@H]1N[C@@](C)(C(=O)OC)[C@H]2C(=O)N(C)C(=O)[C@@H]12)S(=O)(=O)c1ccc(OC(F)(F)F)cc1,-17,0.0,-2,-3,3,3,-3,2,0,3
CCO[C@@H]1OC(C(N)=O)=C[C@H](c2cn(C(C)=O)c3ccccc23)[C@H]1CCCO,2,-2.1,-3,-3,5,4,0,0,-1,-1
COc1cc(O)oc1C=Nc1ccccc1,-3,-0.3,4,2,3,0,-3,5,-7,1
c1ccc(-c2csc3ncnc(N4CCOCC4)c23)cc1,1,-1.3,-4,9,5,-3,0,3,-2,-1
COC(=O)Cc1c(C)c2c(O)cc(C)cc2oc1=O,-10,10*,3,-2,-7,-9,1,3,-1,5
Cc1ccc(-n2c(C)n[nH]c2=S)cc1,-3,1.1,-4,2,12,5,-2,9,5,0
Cc1ccc(C)c(S(=O)(=O)N2CCCC2CNC(=O)C(=O)NCc2ccco2)c1 (stereo unspecified),4,0.0,-7,1,-8,0,0,3,7,-3
CCCCC#Cc1ccc2c(c1)COc1c3ccccc3nn1-2,-8,-1.4,15,-13,-3,-7,4,-3,4,-1
